Growth percent in the NCI-60 one-dose screen (48 h, 10 µM unless noted): 100 = growth as untreated, 0 = no growth, -100 = all killed.
HL-60(TB) = HL-60(TB) leukemia cells | actives 9% (n = 78,000) | AID 1794776; active = growth percent below 10
* hit, by the source's call; & = joins results of further samples. A portion of the library; the hit share may differ from the screen's.

SMILES | HL-60(TB)
O=C(O)C(Cc1ccccc1)c1ccccc1 (configuration not stated) | 74&106
CCOP(=O)(OCC)C1c2ccccc2-c2ccccc21 | 95
CCN1C(=O)C=CC1=O | 109
CCOC(=O)C(CCC1=NC(C)(C)CC(C)O1)C(=O)OCC (configuration not stated) | 56
O=C(Cn1c(=O)[nH]c2ccccc2c1=O)N1CCOCC1 | 123
NS(=O)(=O)c1nc[nH]c1[N+](=O)[O-] | 102
CCC1(C)C(C#N)C(=O)NC(=O)C1C#N (configuration not stated) | 85&100
CC(=O)O[C@H]1CC[C@H]2[C@@H]3CC=C4c5nc(-c6ccccc6)sc5CC[C@]4(C)[C@H]3CC[C@]12C | 82
O=c1cc(-c2nc(-c3ccccc3)c(-c3ccccc3)n2-c2ccccc2)c2ccc3ccccc3c2o1 | 85
CCc1ccc(-c2ccc(N(C)Cc3ccccc3)nn2)cc1S(N)(=O)=O | 103
COc1ccccc1OCCOc1ccccc1OC | 102
O=Cc1ccc2c3c(cccc13)CC2 | 82
Cc1cc(C)nc(NS(=O)(=O)c2ccc(NCN3C(=O)c4ccccc4C3=O)cc2)n1 | 101
CC12CCC(=O)C=C1CCC1C2=CCC2(C)C(O)CCC12 (configuration not stated) | 116
Cc1cc(O)c(C2=NN(c3ccc(S(N)(=O)=O)cc3)C(c3ccc(N(C)C)cc3)C2)c(C)c1Cl (configuration not stated) | 24
COc1cc(Cn2cc3c(c2)-c2onc(CO)c2CC3)cc(OC)c1 | 84
COC(=O)[C@@H]1CCCN1C(=O)CCCCOc1cc(O)c2c(=O)cc(-c3ccccc3)oc2c1 | 100
COc1ccc(C2=NN(C=O)C(c3ccc(Oc4ccnc5cc(Cl)ccc45)c(OC)c3)C2)cc1 (configuration not stated) | 90
NCCNCC(O)c1ccccc1 (configuration not stated) | 110
COc1ccc(C(=O)/C=C/c2c[n+](=O)c3ccc(F)cc3n2[O-])cc1 | 83
CSC(=O)Sc1nc2ccccc2s1 | 132
Cc1nn(-c2ccc([N+](=O)[O-])cc2)c2ncnc(NCCc3ccccc3)c12 | 66
N#CC(=S)Nc1ccc(Cl)c(Cl)c1 | 9.0*
O=C1c2ccccc2C(=O)c2c(N=Nc3sc(=O)[nH]c3S)cccc21 | 111

In a second layout: 20 of the compounds above.
SMILES	HL-60(TB)
O=C(O)C(Cc1ccccc1)c1ccccc1 (configuration not stated)	74&106
CCOP(=O)(OCC)C1c2ccccc2-c2ccccc21	95
CCN1C(=O)C=CC1=O	109
CCOC(=O)C(CCC1=NC(C)(C)CC(C)O1)C(=O)OCC (configuration not stated)	56
O=C(Cn1c(=O)[nH]c2ccccc2c1=O)N1CCOCC1	123
NS(=O)(=O)c1nc[nH]c1[N+](=O)[O-]	102
CCC1(C)C(C#N)C(=O)NC(=O)C1C#N (configuration not stated)	85&100
CC(=O)O[C@H]1CC[C@H]2[C@@H]3CC=C4c5nc(-c6ccccc6)sc5CC[C@]4(C)[C@H]3CC[C@]12C	82
O=c1cc(-c2nc(-c3ccccc3)c(-c3ccccc3)n2-c2ccccc2)c2ccc3ccccc3c2o1	85
CCc1ccc(-c2ccc(N(C)Cc3ccccc3)nn2)cc1S(N)(=O)=O	103
COc1ccccc1OCCOc1ccccc1OC	102
O=Cc1ccc2c3c(cccc13)CC2	82
Cc1cc(C)nc(NS(=O)(=O)c2ccc(NCN3C(=O)c4ccccc4C3=O)cc2)n1	101
CC12CCC(=O)C=C1CCC1C2=CCC2(C)C(O)CCC12 (configuration not stated)	116
Cc1cc(O)c(C2=NN(c3ccc(S(N)(=O)=O)cc3)C(c3ccc(N(C)C)cc3)C2)c(C)c1Cl (configuration not stated)	24
COc1cc(Cn2cc3c(c2)-c2onc(CO)c2CC3)cc(OC)c1	84
COC(=O)[C@@H]1CCCN1C(=O)CCCCOc1cc(O)c2c(=O)cc(-c3ccccc3)oc2c1	100
COc1ccc(C2=NN(C=O)C(c3ccc(Oc4ccnc5cc(Cl)ccc45)c(OC)c3)C2)cc1 (configuration not stated)	90
NCCNCC(O)c1ccccc1 (configuration not stated)	110
COc1ccc(C(=O)/C=C/c2c[n+](=O)c3ccc(F)cc3n2[O-])cc1	83

Continued.
SMILES | HL-60(TB)
BrC(c1ccccc1)(c1ccccc1)c1ccccc1 | 109
Cc1ccc(C(=O)CSc2nnc3sc(Nc4ccc(F)cc4)nn23)cc1 | 100
COc1cc(-c2nc3cc(Cl)c(Cl)cc3[nH]2)ccc1OCC(=O)N=Nc1c(O)[nH]c2ccccc12 | -52*
COc1ccc(N(C(C)=O)c2nc(OC(C)=O)cs2)c(OC)c1 | 98
Nc1cc(=S)[nH]c(=O)[nH]1 | 97
CCN(CC)CCC(=O)Nc1cccc2c1C(=O)c1c(c(O)c3ccccc3c1O)C2=O | 28
CCOC(=O)CC1CSC(c2ccc(O)cc2)=N1 (configuration not stated) | 94
CC(=O)Nc1cccc(C)c1 | 111
CC(c1ccccc1)N1C(=O)/C(=C/c2csc(C#N)n2)SC1=S (configuration not stated) | 4.3*
Cc1oc2ncnc(Nc3cccc(F)c3)c2c1C(=O)O | 35
C=C(C)[C@@H]1CC=C2c3sc(-c4ccc(O)c(O)c4)nc3C[C@@H](C)[C@]2(C)C1 | 68
O=C(NNC(=S)Nc1cccnc1)c1cc2ccc1CCc1ccc(cc1)CC2 | 77
O=[N+]([O-])c1cccc(/C=N/Nc2ncc(-c3cc4cc5c(cc4o3)OCO5)s2)c1 | 106
C(=C\c1nccc2c1[nH]c1ccccc12)/c1ccccc1 | 56
Cc1c(C(=O)Nc2ccc3ccccc3n2)cnn1-c1ccccc1Br | 32
CCOC1CCC=CO1 (configuration not stated) | 76
Cc1ccc(OCC(=O)O)c(O)c1 (tested in a mixture with another compound) | 85
Oc1ccc(-c2nc3ccc4[nH]ncc4c3c3c2CCCC3)c2cccnc12 | -8.8*
C[C@]12C=CC(=O)C=C1CC[C@@H]1[C@@H]2[C@H](O)C[C@@]2(C)[C@H]1CC[C@]2(C)O | 91
C=CC1CCC(C=C)C(C=C)C1 (configuration not stated) | 60
CCc1cccc(C(=O)O)c1 | 102
OCCc1ccccn1 | 112
CC(=O)Nc1cc(C)ccn1 | 104
COc1ccc(-c2cc(C(=O)N3CCN(C(=O)c4ccccc4NCc4ccco4)CC3)nc3cc(-c4ccccc4)nn23)cc1OC | 96
CC(CNC1CCCC1)OC(=O)c1ccccc1 (configuration not stated) | 101
S=C(N/N=C1/CCCC/C1=N/NC(=S)N1CCOCC1)N1CCOCC1 | 34
O=C(NCCCNc1cc(-c2cn(-c3ccccc3)nc2-c2cccc(O)c2)ccn1)Nc1ccc(F)cc1 | 1.1*
O=C(O)c1cc(I)ccc1I | 93
Cc1ccc(CN2C(=O)C3(NCCc4cc(O)ccc43)c3cc(Cl)ccc32)cc1 (configuration not stated) | 109
O=C(NCCCCCCNC(=O)NCc1ccco1)NCc1ccco1 | 102
N#Cc1c(-c2ccc(F)cc2)nc(N/N=C/c2ccc[nH]2)nc1N1CCOCC1 | 37
O=C(Nc1ccc(F)c(C(=O)c2c[nH]c3ncccc23)c1F)Nc1cccc2ccccc12 | 109
N=c1c(S(=O)(=O)c2ccccc2)cc2c(=O)n3ccccc3nc2n1Cc1ccc(F)cc1 | 104
COc1cc2c(=O)ccn(-c3ccc(NC(C)=O)cc3)c2cc1OC | 99
O=C(C1CCN(CCc2ccccc2)CC1)N1CCOCC1 | 127
CCN1C(=O)N(CC)C2C1NN=c1s/c(=C\c3ccc[nH]3)c(=O)n12 (configuration not stated) | -48*
COc1ccc(C(=O)/C=C/c2cc(-c3ccc4c(c3)OCO4)n[nH]2)c(F)c1 | 81
CCOC(=O)C(Nc1ccc(F)cc1)c1cc(C)c(N)c(C)c1 (configuration not stated) | 98
CC(C)N1C(=O)C(C2SC(=S)N(C(C)C)C2=O)SC1=S (configuration not stated) | 101
COc1cnc2c(c1)C(=O)c1c-2n(CCCNC2=NCCS2)c(=O)c2cc([N+](=O)[O-])ccc12 | -59*
NC(N)=N/N=C\c1c[nH]c2ccc(Br)cc12 | 94
O=c1[nH]c(N2CCOCC2)nc2scc(-c3ccccc3)c12 | 103
Clc1ccc2[nH]cc(-c3nn4cc(-c5ccncc5)nc4s3)c2c1 | 90
Cc1ccc(Nn2c(SCC(=O)Nc3nc(-c4ccccc4)cs3)nc(C)c2C)cc1 | 64
N#Cc1ccc(NC(=O)c2cc(=O)[nH]c3ccccc23)cc1 | 63
COc1cc(O)c(C(=O)c2ccccc2)cc1S(=O)(=O)O | 81
COc1ccc(F)cc1NC(=O)OC(C)C | 109
CCOC(=O)N1C2CCCCC21 (configuration not stated) | 107
N#CC(CC(=O)c1ccccc1)c1ccccc1 (configuration not stated) | 81&103
CC(=O)Nc1ccc(NC(C)=O)c2c1C(=O)c1ccccc1C2=O | 154
Cc1ncc(-c2ccc(N)c(NC(=O)N3Cc4cn(C)nc4C3)n2)s1 | 121
COc1ccc(-c2conc2-n2nc(-c3ccccc3)nc2-c2ccccc2)cc1 | 99
COc1ccc2c(c1)NC(=O)CC2c1cc(OC)c2c(c1OC)OCO2 (configuration not stated) | 20
O=C(OC1COC(n2c(=O)oc3ccc(F)cc32)C(OC(=O)c2ccccc2)C1OC(=O)c1ccccc1)c1ccccc1 (configuration not stated) | 123
CCOC(=O)c1c(O)cc(C)[nH]c1=O | 98
COc1cccc(-c2nc3n(n2)CCc2ccccc2-3)c1 | 94
CC(NP(=O)(c1ccccc1)c1ccccc1)c1ccccc1 (configuration not stated) | 106
COc1ccccc1/C=N\NC(=S)Nc1ccc(F)cc1 | 94
CN1C(=O)N(C)C(O)C(Cl)(Br)C1=O (configuration not stated) | 104
O=C(Cn1cc(COc2ncnc3c2cnn3-c2ccccc2)nn1)Nc1ccccc1F | 107

New compounds follow.
SMILES | HL-60(TB)
CSc1nc2sc3c(c2c(=O)n1-c1ccccc1)CCCCC3 | 85
Cc1ccc(-c2nc(SCC(=O)c3ccc(Br)cc3)nc(Nc3ccc(S(N)(=O)=O)cc3)c2C#N)cc1 | 94
Oc1ccc(Cl)cc1-c1cc(-c2ccc(Cl)cc2)n[nH]1 | 60
COC(=O)/C=C(\C)Nc1cc(OC)ccc1OC | 92
COc1ccc(-c2nc3sccn3c2-c2cc(-c3cc(OC)c(OC)c(OC)c3)on2)cc1 | 24
O=C(c1cccc(C(=O)N2CC2)c1)N1CC1 | 104
O=C(CI)NCCNc1cccc2c(S(=O)(=O)O)cccc12 | 105
CSc1nc(C)c(C(=O)CCN2CCN(c3ccccn3)CC2)s1 | 102
COc1cc2oc(-c3ccc(NC(=O)c4ccc5c(c4)OCO5)cc3)cc(=O)c2c(O)c1OC | 97
N#Cc1c(-c2ccccc2Br)cc(-c2cccnc2)[nH]c1=O | 97
O=[N+]([O-])c1c(Cl)cc(Cl)c([N+](=O)[O-])c1Cl | 85
Nc1nc(N)c(N)c(=O)[nH]1 | 87
COc1ccc(/C=C/C(=O)c2nnn(-c3ccc(F)cc3)c2C)cc1OC | 58
CSc1nc2nc(-c3cc4ccccc4[nH]c3=O)[nH]c2c(=O)n1C | 100
COc1ccc(C(=O)c2c(N)c(C#N)cn2-c2cc(Cl)cc(Cl)c2)cc1 | 103
O=C(O)CN(CCN(CC(=O)O)CC(=O)O)CC(=O)O | 114&98
CCC(=O)OC1=C(C)SC2=NC(c3ccc(Cl)c(Cl)c3)=CC(c3cc(OC)c(OC)c(OC)c3)N21 (configuration not stated) | 98
COc1cc([C@H]2c3c(O)c(O)c4oc5ccccc5c(=O)c4c3[C@@H]3C=C(C)CC(C)(C)[C@H]23)c2c(=O)c3ccccc3oc2c1O | 28
O=C(CCN1C(=O)CCC1=O)Nc1ncc(Cc2ccc(Cl)cc2Cl)s1 | 99
COc1cccc(-n2cc(C#N)c(N)c2C(=O)c2ccc(C)cc2)c1 | 79
CCCCc1ccc(N/C(N)=N/c2nc(C)cc(=O)[nH]2)cc1 | 93
COc1ccc(/C=N/C2=C(C#N)C(c3ccc([N+](=O)[O-])cc3)c3ccc4ccccc4c3O2)cc1 (configuration not stated) | 97
COc1ccc(Nc2nc3cccnc3nc2C)cc1OC | 113
C[C@@H]1C[C@@H]([C@H](O)CC2CC(=O)NC(=O)C2)C(=O)[C@@H](C)C1 | -3.9*
Cc1ccc(N)cc1CN1C(=O)c2ccccc2C1=O | 107
COc1ccc(-c2nc(/C=C3/C(=O)Nc4ccc(F)cc43)c3ccccn23)cc1 | 62
Cn1c(C(=O)c2ccncc2)cc2ccccc21 | 197
CCCCCCCCCCCCCCCCCCOc1cccc(CC(=O)OCC[N+]2(C)CCOCC2)c1 | 61
CCCCCCCCCCCCCCCCNC(=S)C(=S)NCCCCCCCCCCCCCCCC | 109
O=c1c2cccc3c(-c4ccc5c(c4)ncn5C4CCCCC4)ccc(c32)c2nc3ccccc3n12 | 84
C=C1C(=O)C2CCC1C2 (configuration not stated) | 96
COc1ccc2c(c1)O/C(=C\c1ccc(OCC(=O)Nc3nccs3)cc1)C2=O | 84
CC(C)(C)c1cc(O)c(C(C)(C)C)cc1O | 35
C=C(Cl)C(=NC(C)(C)C)Nc1ccccc1C | 43
CCCCCOC(=O)c1cccc(NC(=O)CNCCCC)c1 | 74
Cc1cc(I)cc(I)c1O | 117
CS(=O)(=O)Nc1cccc(-n2c(COc3ccc(OC(F)(F)F)cc3)nc3ccccc32)c1 | 95&111
OCc1ncc(-c2ccc(C(F)(F)F)cc2)c(NCCCC(F)(F)C(F)(F)C(F)(F)C(F)(F)C(F)(F)C(F)(F)C(F)(F)C(F)(F)F)n1 | 101
CC1=Nc2nc(=NCCCN(C)C)nc3cccc(n23)N1 | 103
COc1ccc2nc(-c3ccc(-n4cncc4-c4cc(OC)c(OC)c(OC)c4)cc3)sc2c1 | 84
COc1cc(C2=Nc3c(N)nc(N)nc3NC(c3cccc(Nc4ccnc5cc(Cl)ccc45)c3)C2)cc(OC)c1OC (configuration not stated) | 99
CCOc1ccc([C@H]2C(C(=O)c3ccc(Cl)cc3)C3(N[C@@H]2c2ccccc2)C(=O)Nc2ccc(Cl)cc23)cc1 (some centres not stated) | 47
CCOP(=S)(N/N=C1/CCCC(C)C1)OCC (configuration not stated) | 110
Nc1ccc2c(S(=O)(=O)O)cccc2c1S(=O)(=O)O | 94
CCOC(=O)C1=C(C)NC(C)=C(C(=O)OCC)C1c1ccc(OC)cc1 | 70
CC/C(=N/OC(=O)N(C)C)c1ccccc1 | 102
O=C(/C=C/c1ccc(C(F)(F)F)cc1)c1ccc(Nc2nc(NCCO)nc(NCCO)n2)cc1 | 89

Source: PubChem BioAssay
